# Source: PubChem
# MCF10A rerep: DNA re-replication induction in MCF 10a cells. MCF 10A DNA re-replication, Hoechst nuclear intensity, 48 h. Potency, µM (top dose mostly 46.1 µM), without a hit: at the highest dose activity, positive = re-replication, actives largely listed as activators. 350,000 tested, 2.9% active; note: potency is the fitted concentration of half-maximal effect; % of control where 0% means no effect; nearly all actives have a fitted effect of over 50% in size
# KB-V1 MDR tox: KB-V1 MDR subline cytotoxicity; KB-V1 MDR cells viability, CellTiter-Glo, 72 h; 400,000 tested, 3.4% active; Potency, µM (titrated, usually from 46.1 µM), without a hit: at the highest dose activity change, negative = cytotoxicity, actives largely listed as cytotoxic; note: potency is the fitted concentration of half-maximal effect; % is set by controls: 0 for no effect and ±100 for the full control effect; nearly all actives have a fitted effect of over 60% in size
#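 KB-V1, DMEM (no phenol red) + 10% FBS; cpd pin-transferred, titration series; 72 h, 37 degrees C; CellTiter-Glo, luminescence. Data normalized, curve-fit.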
# ATXN2 expr inh: reduces ATXN2 reporter expression in HEK-293 cells; HEK-293 ATXN2-luciferase reporter, luminescence, 24 h; Potency, µM (doses to about 57 µM), inactives show at the highest dose activity change, negative = inhibition, usual class: inhibitors; 360,000 tested, 0.72% active; AID 1745845; note: potency is the fitted concentration of half-maximal effect; % is set by controls: 0 for no effect and ±100 for the full control effect; nearly all actives have a fitted effect of over 55% in size
#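 ATXN2-luciferase reporter cells (luciferase flanked by upstream and downstream ATXN2 gene portions) were treated 24 h at 37 °C with compounds at up to 57 uM. SteadyGlo luminescence gave expression; GF-AFC fluorescence gave viability.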
# KB-3-1 tox: kills parental KB-3-1 adenocarcinoma cells; KB-3-1 viability, CellTiter-Glo ATP luminescence, 72 h; Potency, µM (doses to about 46.1 µM), for the others: at the top dose activity change, negative = cytotoxic, hits mostly cytotoxic; 400,000 tested, 1.4% active; note: potency is the fitted concentration of half-maximal effect; % is set by controls: 0 for no effect and ±100 for the full control effect; nearly all actives have a fitted effect of over 60% in size
#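 KB-3-1 parental drug-naive adenocarcinoma cells in DMEM/10% FBS, incubated 72 h at 37 C with pin-transferred compounds across a concentration series. Viability by CellTiter-Glo luminescence; concentration-response curves fitted after normalization.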
# HT1080 IDH1KD tx: kills HT-1080 cells with IDH1 knockdown. Potency, µM (series often up to 46.1 µM), without a hit: at the top dose activity, negative = toxicity, usual class: cytotoxic. 360,000 tested, 2% active. AID 686971. HT-1080 IDH1 knockdown viability, ATP luminescence, 48 h;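 note: potency is the fitted concentration of half-maximal effect; 0% = DMSO wells and -100% = cell-free medium wells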
#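 IDH1KD HT-1080 cells, 750/well, RPMI + 5% FBS; compound pinned after 2 h settling; 48 h, 37 °C; CellTiter-Glo luminescence; % activity normalised to DMSO and no-cell wells; curves fitted, classed by r2 and efficacy.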
# ATXN viability: reduces viability in counter-screen for ATXN expression inhibitors; 400,000 tested, 0.49% active; AID 651635; S2 cells (HEK-293 line with an ATXN2-luciferase reporter) viability, CellTiter-Fluor protease fluorescence, 24 h; Potency, µM (top dose mostly 56.7 µM), usual class: cytotoxic; note: potency is the fitted concentration of half-maximal effect; nearly all actives have a fitted effect of over 40% in size
# IL-1B inflam inh: blocks inflammasome-driven IL-1 beta release | THP-1 LPS/ATP IL-1B secretion, AlphaLISA, 16 h; stronger effect = lower value | activity change, % at 57.5 µM | 360,000 tested, 4.7% active | AID 743279; in the data active = activity change below about -50%; inconclusive = mostly about -30% to -49%; note: % is set by controls: 0 for no effect and ±100 for the full control effect
#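 Secreted IL-1B measured by AlphaLISA bead assay after 16 h compound exposure of THP-1 cells; compounds (final up to 57.5 uM) added 1 h before LPS (250 ng/mL) and ATP (1.25 mM) stimulation; lower signal means less secretion.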
# SW480 rerep: induces DNA re-replication in SW480 colon adenocarcinoma cells; AID 624297; 340,000 tested, 1.8% active; Potency, µM (titrated, usually from 46.1 µM), without a hit: top-dose re-replication activation, hits mostly activators; SW480 DNA re-replication, Hoechst DNA content imaging, 48 h; note: potency is the fitted concentration of half-maximal effect; % of control where 0% means no effect; nearly all actives have a fitted effect of over 55% in size
#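 Quantitative HTS format with DMSO vehicle controls; 48 hr drug incubation at 37 C, then 40 min Hoechst staining and scanning imager measurement at 405 nm excitation.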
# HT1080-NT tox: kills 2HG-producing HT-1080-NT fibrosarcoma cells. HT-1080-NT fibrosarcoma viability, CellTiter-Glo ATP luminescence, 48 h. Potency, µM (titrated, usually from 46.1 µM), without a hit: at the highest dose activity, negative = less viability, hits mostly cytotoxic. 360,000 tested, 1.6% active;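 note: NT is the 2HG producing partner of a matched IDH1 knockdown line; potency is the fitted concentration of half-maximal effect; 0% = DMSO-treated cells and -100% = media-only wells without cells; nearly all actives have a fitted effect of over 55% in size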
#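 Viability of the 2HG-overproducing fibrosarcoma line after 48 hours of compound exposure at 37 degrees C was determined by luminescence with CellTiter-Glo, and concentration-effect curves were then fitted and categorized.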
# * marks the source's active call; other numbers are inactive results; i = inactive; ? = inconclusive; / = not tested or not shown; & = joins results of further samples; [ ] = remark or other dose. Unless noted, calls come from the whole dose curve; as a rule, active = well fitted curve in the direction sought with a large enough effect; inconclusive = small, poorly fitted or top-dose-only effect, or another doubt; inactive = no such curve, though single readings can be large; an effect the other way counts as inactive or inconclusive.
# Order of results: MCF10A rerep, KB-V1 MDR tox, ATXN2 expr inh, KB-3-1 tox, HT1080 IDH1KD tx, ATXN viability, IL-1B inflam inh, SW480 rerep, HT1080-NT tox
CC(=O)c1ccc(-c2ccc(C(=O)Nc3nc(-c4ccccn4)cs3)o2)cc1
  16µM*, ?, -38%, ?, 10µM*, i, 161, ?, ?
COCCNC(=O)CSc1nc2nn(-c3ccccc3)c(=O)c-2c2n1CCCCC2
  2%, 5%, -6%[11.3 µM], 6%, -1%, i, 5, -3%, 7%
CC(=O)Nc1ccc2c(c1)NC(=O)CC2
  -7%, 0%, -5%, -6%, 20%, i, 16, -3%, -2%
CC(=O)N1CCN(C(=O)c2ccc(Cl)c(S(=O)(=O)N3CCCCCC3)c2)CC1
  ?, /, -12%, /, -11%, i, 10, 19%, 25%
COc1cc2c(cc1OC)-c1nnc(C)n1C1(CCCC1)C2
  5%, -2%, -2%, 1%, 6%, i, 4, -2%, 7%
COc1ccc(Cn2c(O)c(C=Nc3ccccc3)c3ccccc3c2=O)cc1
  -2%, -6%, -8%, -6%, 6%, ?, 28, -15%, 7%
COc1ccc(C)cc1NC(=O)CCc1c(C)nn(-c2ccc(N3CCOCC3)nn2)c1C
  /, -6%, 8%, 5%, /, i, /, /, /
Cc1ccc(S(=O)(=O)N2CCN(C(=O)c3ccccc3OCc3c(C)noc3C)CC2)cc1C
  -1%, -19%, 5%, 1%, -13%, i, 0, 26%, -20%
CSCCNC(=O)C1(C)CCN1C(=O)c1cc(C)n(C)n1 (stereo unspecified)
  /, -2%, 7%, 2%, 14%, i, 28, /, 24%
COc1ccc(NC(=O)CC2Oc3ccccc3NC2=O)cc1 (stereo unspecified)
  24%, -8%, 5%, 0%, 6%, i, -6, -2%, 0%
O=C(NCc1ccco1)C1CC(c2ccccc2C(F)(F)F)=NO1 (stereo unspecified)
  46%, -1%, -5%, -6%, -4%, i, 17, -16%, -5%
COc1ccc(OC)c(Nc2nc(NCCO)c3ccccc3n2)c1
  ?, -29%, -15%, -14%, ?, ?, -89*, -1%, -27%
Cc1ccc(C(C)(C)C)cc1S(=O)(=O)Nc1ncnc2sccc12
  -3%, 3%, 0%, -6%, 2%, i, 59, -3%, 1%
CC(=O)c1ccccc1OC(=O)c1ccco1
  0%, 4%, 1%, 2%, 5%, i, 15, -12%, -5%
CC(Oc1ccc(F)cc1)C(=O)Nc1cc(S(=O)(=O)N2CCOCC2)ccc1N1CCCC1 (stereo unspecified)
  ?, -8%, -17%, 1%, 13%, i, 0, 3%, 6%
O=C(Cc1cccc2ccccc12)NNC(=O)c1ccc(Br)o1
  10%, -5%, -3%, 2%, -7%, i, 49, ?, -3%
COC(=O)c1ccc(NC(=O)C(C)Sc2nc(=O)cc(N)n2CCc2ccccc2)cc1 (stereo unspecified)
  /, -5%, 0%, ?, /, i, /, /, /
O=C(NCCc1cccs1)c1ccc(CS(=O)Cc2ccc(Cl)cc2)o1 (stereo unspecified)
  9%, -1%, 3%, -3%, -3%, i, 13, 14%, -12%
COC(=O)C[C@H]1c2cc(C(F)(F)F)ccc2S(=O)(=O)N1C1CCCCC1
  -6%, ?, -5%, 0%&-2%, 6%, i, 5, -47%[inhibitor][9.22 µM], 14%
Cc1ccc(NC(=O)NCC2CCN(Cc3cccc(Cl)c3)CC2)cc1Cl
  ?, ?, ?, ?, -13%, ?, -100*, -6%, 12µM*
COc1ccc(N2C(=O)CC(N3CCN(C(=O)c4ccco4)CC3)C2=O)cc1 (stereo unspecified)
  -4%, 5%, -4%, 0%, -1%, i, -3, -7%, -5%
Cc1ccc(CN(Cc2ccco2)c2cnc(S(C)(=O)=O)nc2C(=O)Nc2ccccc2Br)o1
  /, -4%, 7%, -4%, /, i, /, /, /
CCN(CCO)C(=O)c1ccc2oc(Cc3ccc(Cl)cc3)nc2c1
  0%, -12%, -8%, 10%, 4%, i, 11, ?, 4%
O=C(CSc1cccc[n+]1[O-])Nc1cc([N+](=O)[O-])ccc1Cl
  2%, -3%, -4%, -3%, 14%, i, 25, -3%, 22%
O=[N+]([O-])c1cc([N+](=O)[O-])c2n[nH]c(-c3ccccc3)c2c1
  -1%, 2%, -8%, 0%, 20%, /, -2, 3%, 2%
COc1cc(/C=C2\CCCc3c2nc2ccccc2c3C(=O)O)cc([N+](=O)[O-])c1O
  -5%, -7%, -14%, -14%, -8%, ?, -4, -6%, 13%
CCCCN(C(=O)C1CC(=O)N(Cc2ccc(C)cc2)C1)c1c(N)n(CCCC)c(=O)[nH]c1=O (stereo unspecified)
  2%, -4%, 0%, 20%, -3%, ?, -3, 0%, 1%
Cc1cc(=O)n(CC(=O)NCCN2CCOCC2)c2c1c(C)nn2-c1ccccc1
  0%, 3%, -8%, -4%, -9%, i, 44, 0%, ?
Cc1nc2nc(CNC(=O)OC(C)(C)C)nn2c(C)c1CCC(=O)NCc1ccc(F)cc1
  /, 6%, -4%, 1%, /, i, /, /, /
CC(=O)CSc1ccc(-c2nc3ccccc3[nH]2)cn1
  4%, 9.2µM*, -29%, ?, 9.2µM*, i, -58*, -11%[9.22 µM], ?
CCOC(=O)[C@]12CCC=C1N(CCC1=CCCCC1)C(=O)[C@H](CC(=O)N1CCC(c3ccccc3)CC1)C2
  /, ?, -24%, 3%, ?, ?, -3, /, ?
COc1ccc(-n2cccc2/C=C/[N+](=O)[O-])cc1
  15µM*, ?, ?, ?, ?, /, -103*, 23µM*, -1%
CC[C@@H](C)CN1C(=O)N[C@@H](c2ccccc2)C(C(C)=O)=C1C
  8%, 10%, 3%, 26%, -2%, i, 15, 5%, -5%
Cc1ccc(/C=N/Nc2ccc(Cl)c(C(=O)O)c2)s1
  3%, 10%, 0%, 18%, 6%, i, -13, 1%, 8%
CCN(CC)S(=O)(=O)c1ccc(N2CCOCC2)c(NC(=O)c2ccc(=O)[nH]c2)c1
  -1%, 17%, 9%, -10%, -2%, i, -12, -16%, 1%
Cc1cc(NC(=O)c2cccc(S(=O)(=O)N3CCCCC3)c2)no1
  4%, -17%, -3%, -2%, -1%, i, 9, -1%, -4%
CCCn1cc(CN2CCC(n3nccc3NC(=O)c3ccc4c(c3)OCO4)CC2)c(C)n1
  0%, -5%, -14%, 15%, 6%, i, 21, 3%, 3%
CCOC(=O)Cc1csc(NC(=O)CCCN2C(=O)c3ccccc3C2=O)n1
  -4%, 0%, 4%, 8%, 3%, i, 19, -6%, 10%
Cc1ccc(-n2ncc3c(=O)n(Cc4cccc(Cl)c4)cnc32)cc1C
  /, 7%, 12%, 6%, /, i, /, /, /
Cc1nnc(-c2ccc(Oc3ccc(C)c(C)c3)c([N+](=O)[O-])c2)o1
  ?, 15µM*, -17%, 0%, -10%, i, 0, 4%, 1%
CCN(CC(=O)Nc1ccccc1OC)C(=O)c1ccc2[nH]c3c(c2c1)CC(C)CC3 (stereo unspecified)
  18µM*, 7%, -35%, ?, ?, i, -6, -9%, ?
CCOC(=O)N1CCN(C(=O)c2cc(-c3ccncc3)nc3ccccc23)CC1
  ?, ?, -10%, ?, ?, i, 13, 18µM*, ?
CCc1ccccc1NC(=S)N1CCN(c2cccc(OC)c2)CC1
  0%, -15%, -5%, 5%, 6%, ?, 19, 2%, 22%
COC(=O)c1c[nH]n2c(=O)c(Cl)c(C)nc12
  ?, 19%, 22%, -2%, 1%, ?, 29, -4%, -4%
COc1cc(C(=O)C(=O)c2ccc(O)c(OC)c2)ccc1O
  ?, 19%, /, 1%, -3%, ?, -1, -18%, 4%
COc1ccc(-n2nnnc2SCC(=O)Nc2nc3c(s2)CCCC3)cc1
  16%, -25%, -36%, -8%, 18µM*, ?, -5, -6%, -21%
O=C(NC12CC3CC(CC(C3)C1)C2)c1ccc(=O)oc1
  -1%, 14%, -4%, -5%, 0%, i, -8, -8%, 0%
Cc1ccc(CSc2nc3c(c(N(C)C)n2)CCCC3)cc1
  13µM*, ?, -19%, ?, ?, i, 22, 15µM*, -25%
CCC1=C(OC(=O)N(CC)CC)N2C(=O)OC(=NCCc3c[nH]c4ccccc34)[C@]2(Cc2ccccc2)[C@H]2C1=CC[C@H]1C(=O)N(C)C(=O)[C@H]12
  3%, ?, ?, ?, -7%, ?, -53*, 4%[9.22 µM], -28%
O=c1[nH]cnc2nc(-c3ccccc3)c(-c3ccccc3)nc12
  -3%, 2%, -7%, 3%, 4%, i, 41, -29%, 2%
Cc1cc(NC(=O)CSc2nc3c([nH]c4ccccc43)c(=O)n2-c2ccccc2F)no1
  2%, 7%&-4%, -5%&5%, 3%&-3%, ?, i, -15, 3%, -23%
O=C(NCc1ccccc1Cl)c1cc2ccccc2oc1=O
  ?, 0%, 21%, 0%, 16%, ?, 9, -34%[inhibitor], 11%
COc1ccc2oc(C(=O)N(C)CCOc3ccccc3)c(C)c2c1
  9%, -22%, 63%[activator], 15%, 4%, i, -4, 1%, 3%

# 4 successive records out of the list so far, quoted:
# Order of results: MCF10A rerep, KB-V1 MDR tox, ATXN2 expr inh, KB-3-1 tox, HT1080 IDH1KD tx, ATXN viability, IL-1B inflam inh, SW480 rerep, HT1080-NT tox
CCC1=C(OC(=O)N(CC)CC)N2C(=O)OC(=NCCc3c[nH]c4ccccc34)[C@]2(Cc2ccccc2)[C@H]2C1=CC[C@H]1C(=O)N(C)C(=O)[C@H]12
  3%, ?, ?, ?, -7%, ?, -53*, 4%[9.22 µM], -28%
O=c1[nH]cnc2nc(-c3ccccc3)c(-c3ccccc3)nc12
  -3%, 2%, -7%, 3%, 4%, i, 41, -29%, 2%
Cc1cc(NC(=O)CSc2nc3c([nH]c4ccccc43)c(=O)n2-c2ccccc2F)no1
  2%, 7%&-4%, -5%&5%, 3%&-3%, ?, i, -15, 3%, -23%
O=C(NCc1ccccc1Cl)c1cc2ccccc2oc1=O
  ?, 0%, 21%, 0%, 16%, ?, 9, -34%[inhibitor], 11%
